# Bioassay records: PubChem, The Scripps Research Institute Molecular Screening Center
# OXTR ag: agonists of human oxytocin receptor. activation, % at 3 µM. AID 2435. P30559. CHO-OTR cells, Fluo-8 calcium fluorescence; normalized: DMSO 0%, oxytocin 100%. 320,000 compounds, 0.32% hits;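 active = activation above the mean of all tested compounds plus 3 SD, cutoff set per screening run, cut at about 20% in these data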;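 also: peak over basal fluorescence ratio from a 100 s FLIPR kinetic read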
# CHRM1 PAM: positive allosteric modulators of human M1 muscarinic receptor. CHO-K1 hM1, Fluo-8 calcium fluorescence, ACh EC20; 0% = ACh EC20, 100% = maximal ACh. activation, % at 3 µM. 360,000 compounds, 0.088% hits; in the data active = activation above about 19%, passing the limit was not always enough
# CHO parental Ca: counter-screen: ATP calcium response change in parental CHO cells; parental CHO-K1, ATP-induced calcium, Fluo-8 fluorescence; inhibition, % at 5.6 µM; 330,000 compounds, 0.63% hits;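 active = inhibition above that plate's mean sample inhibition plus 3 SD, cut at about 26% in these data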;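 also: 0% = ATP-challenged DMSO wells and 100% = DMSO wells without ATP; some compounds past the cut are filed as inactive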
#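 Material – parental CHO cells · Reagent – ATP stimulus · Compound – single nominal dose of 5.6 µM per compound · Detection – Fluo-8 fluorescence · Read-out basis – percent inhibition of calcium signal · Controls – ATP-challenged DMSO wells low, unchallenged DMSO wells high · Repeats – no replicates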
# OXTR potentiate: potentiates the human oxytocin receptor response; activation, % at 3 µM; AID 2445; P30559; CHO-OTR cells, Fluo-8 calcium fluorescence, potentiator mode; 0% = oxytocin EC15, 100% = EC100; 320,000 compounds, 0.061% hits;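 active = activation above that plate's cutoff, the mean activation of tested compounds plus 3 SD, cut at about 6.6% in these data, passing the limit was not always enough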;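 also: 100% uses oxytocin at 75 nM as the full agonist control; some results filed as inactive read as strong as hits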
#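 System: human OTR in CHO cells / Also added: sub-maximal oxytocin, roughly EC15 / Control set: EC15 oxytocin low, 75 nM oxytocin high / Schedule: 6 min compound pre-incubation at room temperature, 100 s kinetic read / Compound: single-point 3.0 µM / Replication: singlicate / Technique: Fluo-8 calcium dye fluorescence / Read-out basis: % activation of max/min ratio relative to oxytocin controls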
# V1R ag counter: counter-screen for oxytocin receptor agonists: human V1a receptor agonists; activation, % at 3 µM; 320,000 compounds, 0.25% hits; CHO-V1R cells, Fluo-8 calcium fluorescence, agonist mode; 0% DMSO, 100% 3 nM vasopressin;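 active = activation above the mean activation of all tested compounds plus 3 SD, per screening run, cut at about 20% in these data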;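 also: signal is peak over basal fluorescence ratio across a 100 second FLIPR read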
# Target sequence (P37288 whole entry, looked up): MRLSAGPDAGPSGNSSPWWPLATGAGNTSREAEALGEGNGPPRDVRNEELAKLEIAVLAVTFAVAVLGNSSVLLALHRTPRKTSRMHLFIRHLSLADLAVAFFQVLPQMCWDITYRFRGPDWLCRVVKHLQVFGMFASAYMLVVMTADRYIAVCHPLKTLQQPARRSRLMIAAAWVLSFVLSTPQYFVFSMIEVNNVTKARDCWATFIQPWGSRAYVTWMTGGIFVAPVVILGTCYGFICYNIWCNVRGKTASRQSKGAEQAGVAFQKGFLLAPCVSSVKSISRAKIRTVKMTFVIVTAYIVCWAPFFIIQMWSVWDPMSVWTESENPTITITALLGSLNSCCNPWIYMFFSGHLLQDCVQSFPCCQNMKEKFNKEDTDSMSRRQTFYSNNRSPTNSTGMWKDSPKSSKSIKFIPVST
# TAAR1 antag: antagonists of human TAAR1. inhibition, % at 3 µM. Q96RJ0. CHO RD-HGA16 TAAR1, Fluo-8 calcium fluorescence, antagonist. AID 624466. 360,000 compounds, 1.5% hits;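 active = inhibition above a per-plate cutoff, the mean inhibition of test compounds on that plate plus 3 SD, cut at about 49% in these data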;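 also: 0% = DMSO plus EC80 beta-PEA response and 100% = DMSO alone without agonist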
# Target sequence (Q96RJ0 whole entry, looked up): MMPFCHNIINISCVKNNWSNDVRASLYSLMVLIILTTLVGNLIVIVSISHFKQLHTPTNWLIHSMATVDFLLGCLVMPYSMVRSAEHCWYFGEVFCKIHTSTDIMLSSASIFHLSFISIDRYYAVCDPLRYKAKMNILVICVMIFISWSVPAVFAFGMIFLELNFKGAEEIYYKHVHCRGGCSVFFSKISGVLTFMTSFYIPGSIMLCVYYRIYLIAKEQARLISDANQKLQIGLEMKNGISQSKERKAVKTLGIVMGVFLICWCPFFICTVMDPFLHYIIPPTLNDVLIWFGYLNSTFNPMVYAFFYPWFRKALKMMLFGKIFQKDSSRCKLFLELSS
#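 Test system: hTAAR1-expressing CHO RD-HGA16 cells, Gα16-coupled; Probe or stimulus: EC80 β-phenethylamine stimulus; Compound dosing: single nominal final test compound concentration of 3 µM; Timing: 140 s kinetic read after compound, 140 s after agonist; Signal: Fluo-8 calcium-sensitive fluorescence; Measure: % inhibition of agonist calcium response; Controls: DMSO and EC80 PEA controls.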
# M1 antag: antagonists of human M1 muscarinic receptor; P11229; CHO-K1 hM1, Fluo-8 calcium fluorescence, ACh EC80 antagonist; inhibition, % at 3 µM; 360,000 compounds, 1.3% hits;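 active = percent inhibition above its own plate's cutoff, namely the mean of that plate's compound wells plus 3 SD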;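 also: peak over basal fluorescence ratio during 140 s after agonist addition; 0% = ACh EC80 plus DMSO and 100% = DMSO alone without agonist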
# CHRM1 agonist: activates human CHRM1 receptor; P11229; CHO-K1 hM1, Fluo-8 calcium fluorescence, agonist mode; 0% DMSO, 100% acetylcholine EC100; activation, % at 3 µM; 360,000 compounds, 0.33% hits; AID 588814;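 active = activation above the run's mean compound activation plus 3 SD, cut at about 16% in these data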;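 also: peak over basal fluorescence ratio within a 140 s kinetic read after compound addition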
# TAAR1 agonist: agonists of human TAAR1; Q96RJ0; CHO RD-HGA16 TAAR1, Fluo-8 calcium fluorescence; vehicle wells 0%, saturating PEA agonist 100%; activation, % at 3 µM; 360,000 compounds, 0.99% hits;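 active = activation above the mean activation of all test compounds in the run plus 3 SD, cut at about 38% in these data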
#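 Test system: RD-HGA16 (CHO) cells co-expressing Gα16 and hTAAR1; dosing: one-point dosing at 3 µM (nominal); timing: 17-24 h seeding, 75 min 37 °C dye, 30 min RT; signal: kinetic Fluo-8 calcium fluorescence; read-out basis: % activation relative to PEA EC100 response; controls: DMSO and PEA EC100; replicates: n 1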
# * = called active by the depositor; . = not tested or not shown; & = joins results of further samples.
no.	smiles	OXTR ag	CHRM1 PAM	CHO parental Ca	OXTR potentiate	V1R ag counter	TAAR1 antag	M1 antag	CHRM1 agonist	TAAR1 agonist
1	O=C1/C(=C/c2ccc(N3CCOCC3)o2)SC(=Nc2ccccc2)N1CCc1c[nH]c2ccccc12	12	-3	92*	-13	6.9	.	12	2	.
2	CCc1ccc(OCc2nnc(SCc3ccc(C(=O)O)cc3)o2)cc1	1.8	11	-4	2	3.6	-5	-10	6	3
3	CCOc1ccc(CCNC(=O)c2ccc(N3CCCC3=O)cc2)cc1OCC	-0.7	-5	-13	-9	0.7	0	8	-2	9
4	C=CCn1c(SCC(=O)NC2CCCCC2)nnc1C1CCCCC1	-0.6	3	-33	-5	-1.1	-19	-1	-4	1
5	CN(C)S(=O)(=O)N(CC(=O)N1CCN(Cc2ccccc2)CC1)c1ccccc1	0.0	5	-5	-3	0.6	-15	-26	-2	1
6	CN(C)C(=O)NC(Nc1cccc([N+](=O)[O-])c1)C(Cl)(Cl)Cl (configuration not stated)	-0.4	10	5	-7	0.9	10	-5	-8	8
7	O=C(CCc1nnc(Cc2ccc(-c3ccccc3)cc2)o1)NCCc1ccccn1	1.8	7	-23	-5	2.3	-8	-8	-3	2
8	O=C(CCCC(=O)OCC(F)(F)C(F)F)Nc1nccs1	0.7	2	-1	-1	0.7	-23	5	-2	20
9	CCOc1ccccc1C(=O)NCC(=O)NCC1CCCCC1	-0.4	2	-10	2	-0.6	-2	-2	-6	-1
10	COc1ccc(C(=O)NNC(=O)Cc2ccc(Cl)cc2)cc1	-1.1	-6	-18	5	1.9	-15	18	-3	2
11	O=C(CSc1nccn1Cc1ccccc1)Nc1nccs1	1.4	5	-13	-2	1.4	0	0	-1	7
12	CC1Cc2ccccc2N1C(=O)CN1CCN(S(=O)(=O)c2ccc3c(c2)OCCCO3)CC1 (configuration not stated)	.	13	.	.	.	-18	-17	-3	-1
13	O=C(NCc1cccs1)C1CCCN1C(=O)NC1CCCCC1 (configuration not stated)	0.1	9	-12	-7	-0.6	-10	-13	-3	8
14	COc1ccc(/C=C2\N=C(C)OC2=O)cc1OC	1.1	-2	-1	-8	0.8	-28	-2	-4	0
15	COC(=O)c1ccc(Cl)c(NC(=O)CN2CCN(Cc3ccccc3)CC2)c1	-0.2	2	-19	-5	-0.3	-11	-15	1	3
16	CCN(C(=O)CSc1ncnc2sc(C)c(C)c12)C1CCS(=O)(=O)C1 (configuration not stated)	6.9	7	-17	-6	5.4	-28	2	-5	2
17	O=C(CN1CCCCC1)Nc1ccc(NC(=O)c2ccccc2Cl)cc1Cl	0.7	3	-11	-4	0.8	9	2	-9	1
18	COc1ccc(S(=O)(=O)N2CCCCC2c2cc(C(=O)NC(C)C)no2)cc1 (configuration not stated)	.	2	.	.	.	-10	-6	-7	0
19	COc1ccc(NC(=O)CSc2nnnn2C2CC2)cc1S(=O)(=O)N1CCOCC1	0.3	11	-12	-6	-0.1	-4	-4	-3	16
20	CS/C(=N\S(=O)(=O)c1cccs1)NC(=O)CSc1nc2ccccc2s1	-0.4	5&6	-14	-6	0.2	-16	-4&-35	-1&-1	1
21	Cc1ccc(C(=O)NCc2ccccc2)cc1Br	-1.0	1	-3	3	-1.2	-14	1	-9	1
22	CN(N=C(c1ccccc1)c1ccccc1)c1ccccc1	.	5	.	.	.	-3	-6	1	1
23	O=C1CC(N2CCOCC2)C(=O)N1c1ccccc1Cl (configuration not stated)	-1.6	2	-6	-1	0.4	-7	6	-4	10
24	COc1ccc(N(CC(=O)NCCc2cccc(C)c2)S(=O)(=O)c2c(C)noc2C)cc1	1.4	0	-23	-6	2.1	.	-2	-4	.
25	Cc1cc(C)n2nc(C(=O)Nc3nccs3)nc2n1	0.9	8	3	-4	-0.1	12	2	0	9
26	S=C(Nc1ccc(Cl)cc1)NC1CC2CCC(C1)N2Cc1ccccc1 (configuration not stated)	21*	-10	-9	-12	14	20	7	-7	25
27	O=[N+]([O-])c1ccc(/C=C/c2ccncc2)cc1	-1.2	0	-9	-10	2.9	-14	-2	-4	2
28	CN(C)c1ccc(NC(=O)CN2CCN(CC(=O)Nc3ccc(F)cc3)CC2)cc1	0.3	-2	-7	-1	0.4	-6	-3	-3	0
29	COc1ccccc1NS(=O)(=O)c1cccc(NC(=O)c2nc3nc(C)cc(C)n3n2)c1	-0.5	5	5	-7	0.0	6	-14	-6	11
30	CC(=O)Nc1cccc(-c2ccnc3c2CC(C)(C(=O)NCCc2ccccc2)O3)c1 (configuration not stated)	.	5	.	.	.	-13	-10	1	4
31	O=C(c1ccc(N2CCOCC2)cc1)c1cccs1	-0.9	9	-10	-7	-0.3	16	-4	-3	-1
32	COc1ccc(-c2csc(NC(=S)NC(=O)/C=C/c3ccco3)n2)cc1OC	4.1	-7	-6	-9	6.4	63*	2	-5	7
33	CC(=O)c1ccc(Oc2cc(C)nc(-n3nc(C)cc3C)n2)cc1	-1.5	-2	-30	-3	-0.5	-8	3	-2	6
34	O=C(COc1ccc(Cl)cc1)Nc1ccc2c(c1)nc1n2CCOC1	2.9	-3	-10	-9	3.8	-1	2	-3	12
35	COc1ccc(OCC(=O)OCCNC(=O)c2cccnc2)cc1	0.1	16	-6	3	-0.1	-3	-4	1	4
36	Cc1noc(C)c1S(=O)(=O)NCCN1CCN(c2ccccc2)CC1	0.3	8	-12	-7	-0.4	-7	-32	-3	1
37	CC(=O)Oc1ccc(-c2cccc(C(=O)OCC(=O)N(C)c3ccccc3)c2)cc1	1.4	-9	-3	-5	5.0	24	15	-2	7
38	Cn1c(SCC(=O)Nc2sccc2C#N)nnc1C1CC1	2.5	6	-2	-2	0.7	1	-13	-3	2
39	CCOc1ccc(S(=O)(=O)N2CCC(C(=O)NCCc3ccccc3)CC2)cc1	-1.6	5	-4	-3	-1.3	-6	-15	-3	3
40	COc1ccc(C)cc1S(=O)(=O)Nc1cccc(SC)c1	1.6	8	-9	-4	1.4	1	-5	1	6
41	O=C1C2C3C=CC(C3)C2C(=O)N1c1ccc2c(c1)CCC2 (configuration not stated)	0.0	2	-17	-5	0.0	.	1	-4	.
42	COc1ccccc1CO/N=C/c1cccn1-c1nccc(N(C)C)c1C#N	0.2	-4	-24	-10	0.6	-20	0	-4	12
43	C=CCn1c(SCC(=O)NCc2ccco2)nnc1-c1ccc2ccccc2n1	-0.9	0	-33	-3	0.2	6	-4	-6	13
44	O=C(NC(Cc1c[nH]c2ccccc12)C(=O)Nc1ccc(F)cc1)c1cccs1 (configuration not stated)	1.4	9	-4	3	1.0	-6	-5	-6	1
45	CS(=O)(=O)N1CCN(c2ccc([N+](=O)[O-])cc2C(F)(F)F)CC1	0.4	2	-11	2	0.2	-17	-5	-2	2
46	CC(C)Cc1ccc(CN2C(C(C)C)C(=O)N(Cc3cn(CCC4OCCO4)nn3)CCS2(=O)=O)cc1 (configuration not stated)	.	-2	.	.	.	-9	-27	-2	2
47	CSc1ncc(C(=O)Nc2cc(C)ccc2C)c(C)n1	.	8	.	.	.	6	-11	-3	1
48	CCCN(CC(=O)Nc1ccccc1C)C(=O)c1ccc(-c2ccccc2)cc1	-0.3	10	-14	-15	1.9	-10	-14	-3	-2
49	O=C(Nc1cccc(F)c1)C1CCCN1C(=O)OCc1ccccc1 (configuration not stated)	-0.7	8	-12	-1	-0.9	-9	-7	-3	-1
50	C[C@H](CO)N1C[C@H](C)[C@@H](CN(C)CC2CCOCC2)Oc2cc(C#Cc3ccccc3F)ccc2S1(=O)=O	.	0	.	.	.	11	-6	-6	1
51	CC(=O)[C@H]1[C@H](CCc2ccccc2)NC(=O)N(Cc2ccccc2)[C@@H]1C	0.3	0	-12	-12	1.4	6	5	-5	9
52	CC(C)c1cc(Cn2c3ccccc3c(=O)n2C(C)C)on1	.	8	.	.	.	1	-39	-6	2
53	COCC1CCN(Cc2nc(-c3ccc4c(c3)OCO4)no2)C1 (configuration not stated)	0.1	7	-13	0	-0.5	-9	-10	-3	0
54	CC(=O)OCCNC(=O)c1cc2ccccc2oc1=O	-0.1	-3	11	-6	0.3	10	12	-3	11
55	C/C(=N\OC(=O)NC1CCCCC1)c1sc(-c2ccccc2)nc1C	0.2	0	10	-4	-0.7	13	6	-2	11
56	CCOc1cccc2sc(NC(=O)CCS(=O)(=O)c3ccccc3)nc12	3.2	9	-14	-4	2.9	-4	-21	1	11
57	COc1ccc(C(NC(C)=O)c2cc(Cl)c3cccnc3c2O)cc1OC (configuration not stated)	3.1	14	-24	-3	1.4	-3	-10	-5	12
58	Cc1csc(=Nc2ccccc2)n1Cc1ccco1	-1.9	-3	-4	-1	-0.8	-31	-3	-9	1
59	O=C(O)c1nn(CC(=O)N2CCN(c3ccccc3)CC2)c(=O)c2ccccc12	-0.9	3	-10	-4	1.2	-12	-6	-2	5
60	C=CCNC(=O)c1nn2cccnc2c1Cl	0.1	-6	-19	-9	1.6	-2	-6	-2	1

# Other compounds:
no.	smiles	OXTR ag	CHRM1 PAM	CHO parental Ca	OXTR potentiate	V1R ag counter	TAAR1 antag	M1 antag	CHRM1 agonist	TAAR1 agonist
61	O=C(Nc1cccnc1)c1ccccc1NS(=O)(=O)c1ccc(F)cc1	6.2	-13	-7	-28	7.6	-24	15	-1	10
62	CSc1nc(N)nc2c1ncn2CC(=O)NCC(c1ccccc1)c1ccccc1	-0.6	0	-10	-5	0.6	10	3	-2	1
63	COc1cc(-c2nnc(COc3ccc4ccccc4c3)o2)cc(OC)c1OC	-0.9	4	-11	-15	6.5	-1	0	-5	2
64	Cc1ccc(NC(=O)CCC(=O)NNS(=O)(=O)c2ccc(Cl)cc2)cc1C	.	5	.	.	.	-13	-6	-3	3
65	CC(N=C1NC(C)(C)Cc2ccccc21)C(=O)O (configuration not stated)	0.0	1	-7	-10	0.7	-9	11	-2	8
66	O=Cc1c(NCCN2CCOCC2)c2ccccc2[nH]c1=O	1.2	3	-3	-11	0.7	-4	-8	-2	0

# Already shown: 2 of the compounds above.
no.	smiles	OXTR ag	CHRM1 PAM	CHO parental Ca	OXTR potentiate	V1R ag counter	TAAR1 antag	M1 antag	CHRM1 agonist	TAAR1 agonist
1	O=C1/C(=C/c2ccc(N3CCOCC3)o2)SC(=Nc2ccccc2)N1CCc1c[nH]c2ccccc12	12	-3	92*	-13	6.9	.	12	2	.
2	CCc1ccc(OCc2nnc(SCc3ccc(C(=O)O)cc3)o2)cc1	1.8	11	-4	2	3.6	-5	-10	6	3

# Rows were taken by chance (roughly 3.7% active in at least one column).
